MBNL1 CUG block: qHTS Assay for Inhibitors of MBNL1-poly(CUG) RNA binding. Muscleblind-like protein 1 (Homo sapiens), Q9NR56. TR-FRET MBNL1-His/biotin-(CUG)12 binding, 665/545 ratio. Potency, µM (highest dose often 57.5 µM), inactives show top-dose activity change, negative = inhibition, most hits filed as inhibitors. 280,000 compounds, 0.036% hits. AID 2675, 2010; active = well fitted inhibition curve with a large enough effect in the signal ratio, with a control signal flat, not every such curve was filed as active; inconclusive = small, poorly fitted or top-dose-only effect, or effect the other way, or a change in a side signal; inactive = no such curve, though single readings can be large or run the other way; the % refers to the signal ratio; note: potency is the fitted concentration of half-maximal effect; % is set by controls: 0 for no effect and ±100 for the full control effect
Target sequence (Q9NR56 whole entry, looked up): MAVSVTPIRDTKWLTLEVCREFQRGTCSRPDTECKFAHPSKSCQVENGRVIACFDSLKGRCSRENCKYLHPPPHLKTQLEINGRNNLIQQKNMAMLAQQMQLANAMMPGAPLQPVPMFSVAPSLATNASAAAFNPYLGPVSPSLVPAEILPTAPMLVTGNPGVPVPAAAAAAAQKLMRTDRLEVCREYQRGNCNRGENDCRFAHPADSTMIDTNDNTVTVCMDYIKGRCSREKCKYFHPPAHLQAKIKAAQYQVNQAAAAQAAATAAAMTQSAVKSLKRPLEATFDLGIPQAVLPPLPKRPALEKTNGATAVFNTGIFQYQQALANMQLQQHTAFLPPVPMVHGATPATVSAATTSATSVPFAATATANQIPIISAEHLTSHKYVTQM
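Ratiometric TR-FRET (665 over 545 nm, excitation 340 nm) tracks disruption of MBNL1-His/biotin-(CUG)12 complex after 60 min at room temperature, with compounds at 92 nM to 58 uM final.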
Rab9 prom act: qHTS Assay for Rab9 Promoter Activators; Huh7 Rab9 promoter-luciferase reporter, luminescence, 24 h; Potency, µM (highest dose often 9.22 µM), inactives show top-dose activation, negative = inhibition, actives largely listed as activators; 320,000 compounds, 2.8% hits; AID 485297, 2010; note: potency is the fitted concentration of half-maximal effect; % of control where 0% means no effect; nearly all actives have a fitted effect of over 60% in size
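Luciferase signal after 10 min detection reagent at ambient indicates Rab9 promoter upregulation; stably transfected Huh7 cells were treated 24 h with compound in DMSO at 37 °C, 5% CO2.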
Menin-MLL TR inh: qHTS Assay for Inhibitors Targeting the Menin-MLL Interaction in MLL Related Leukemias: Competition With Texas Red Labeled MLL-derived Mutant Peptide | O00255 | Menin + Texas Red MLL mutant peptide, fluorescence polarization | Potency, µM (doses to about 61.6 µM), inactives show top-dose FP activity change, negative = inhibition, actives largely listed as inhibitors | 270,000 compounds, 0.23% hits | AID 1768, 2009; active = well fitted inhibition curve with a large enough effect in the polarisation, with a control signal flat, not every such curve was filed as active; inconclusive = small, poorly fitted or top-dose-only effect, or effect the other way, or a change in a side signal; inactive = no such curve, though single readings can be large or run the other way; the % refers to the polarisation; note: potency is the fitted concentration of half-maximal effect; % of control where 0% means no effect; many of its hits are not listed in these tables
Gal4-VP16 FLuc: VP16 counterscreen qHTS for inhibitors of ROR gamma transcriptional activity. Drosophila S2 Gal4-VP16 UAS-luciferase, luminescence, 20 h. Potency, µM (doses to about 53.6 µM), without a hit: at the top dose activity, negative = inhibition, most hits filed as inhibitors. 310,000 compounds, 3.5% hits. AID 2546, 2010;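 note: Gal4-VP16 expression switched on by copper sulfate through the metallothionein promoter; potency is the fitted concentration of half-maximal effect; % is set by controls: 0 for no effect and ±100 for the full control effect; nearly all actives have a fitted effect of over 50% in size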
PKM2 activator: qHTS Assay for Activators of Human Muscle isoform 2 Pyruvate Kinase; purified PKM2, Kinase-Glo ATP luminescence, activation; response scale: 0% is enzyme alone, no compound; Pyruvate kinase PKM (Homo sapiens), P14618; AID 1631, 2009; 260,000 compounds, 0.34% hits; Potency, µM (doses to about 57.5 µM), inactives show at the highest dose activation, actives largely listed as activators; note: potency is the fitted concentration of half-maximal effect; % is set by controls: 0 for no effect and ±100 for the full control effect; nearly all actives have a fitted effect of over 55% in size
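hPK-M2, >95% pure; 0.1 mM ADP / 0.5 mM PEP final; imidazole pH7.2 buffer w/ 7 mM MgCl2, 50 mM KCl; 1 h RT; Kinase-Glo lum. Intermediate enzyme activity for dual inhibitor/activator qHTS.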
Mito fusion yeast: qHTS Assay for Small Molecule Inhibitors of Mitochondrial Division or Activators of Mitochondrial Fusion; S. cerevisiae fusion-defective mutant growth rescue, CellTiterGlo 48 h; AID 485298, 2010; 320,000 compounds, 0.23% hits; Potency, µM (top dose mostly 46.1 µM), for inactives: top-dose growth rescue (activation), hits mostly activators;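 note: potency is the fitted concentration of half-maximal effect; % of control where 0% means no effect; nearly all actives have a fitted effect of over 45% in size; temperature-sensitive fusion mutants such as fzo1-1 at 37 °C on non-fermentable ethanol glycerol medium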
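Compounds are tested for their ability to restore growth of mitochondrial fusion-defective yeast strains at non-permissive 37C in YPEG medium over 48 hours. Viability is quantified by luciferase luminescence.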
FLuc modulator: qHTS profiling assay for firefly luciferase inhibitor/activator using purifed enzyme and Km concentrations of substrates (counterscreen for miR-21 project); 360,000 compounds, 6.9% hits; Potency, µM (series often up to 57.5 µM), without a hit: top-dose activity change, negative = inhibition, usual class: inhibitors; Luciferin 4-monooxygenase (Photinus pyralis), P08659; purified FLuc, Km substrates, luminescence inhibition;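 note: potency is the fitted concentration of half-maximal effect; plate controls were vehicle for no effect and reference inhibitor for full effect; nearly all actives have a fitted effect of over 55% in size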
Target sequence (P08659 whole entry, looked up): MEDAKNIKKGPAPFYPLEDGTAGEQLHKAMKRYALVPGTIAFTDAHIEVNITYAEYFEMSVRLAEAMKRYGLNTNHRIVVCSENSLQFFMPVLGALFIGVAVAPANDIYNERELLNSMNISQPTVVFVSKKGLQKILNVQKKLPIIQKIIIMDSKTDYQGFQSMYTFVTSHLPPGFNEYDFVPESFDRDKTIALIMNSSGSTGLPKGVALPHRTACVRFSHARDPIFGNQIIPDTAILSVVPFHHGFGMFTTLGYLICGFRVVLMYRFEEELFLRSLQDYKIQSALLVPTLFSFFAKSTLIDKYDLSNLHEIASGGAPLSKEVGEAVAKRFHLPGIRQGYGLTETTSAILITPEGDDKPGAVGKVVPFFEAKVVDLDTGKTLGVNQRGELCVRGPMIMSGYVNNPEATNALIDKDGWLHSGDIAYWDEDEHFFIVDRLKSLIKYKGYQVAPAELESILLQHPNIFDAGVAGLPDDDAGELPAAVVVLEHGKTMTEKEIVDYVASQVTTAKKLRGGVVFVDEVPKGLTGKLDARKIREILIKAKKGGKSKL
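Purified P. pyralis luciferase (10nM final) with 10uM D-luciferin and 10uM ATP (Km levels) in 50mM Tris acetate pH 7.5, 10mM Mg acetate, 0.01% Tween-20, 0.05% BSA; qHTS 6-point titration, ~60 µM downward; luminescence read.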
NPC1 prom act: qHTS Assay for NPC1 Promoter Activators; Huh7 NPC1 promoter luciferase reporter, 24 h; Potency, µM (series often up to 9.22 µM), for inactives: at the top dose activation, most hits filed as activators; 320,000 compounds, 2.4% hits;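 note: potency is the fitted concentration of half-maximal effect; % of control where 0% means no effect; nearly all actives have a fitted effect of over 60% in size; reporter is driven by a mutant NPC1 promoter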
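Readout is luciferase luminescence, reflecting NPC1 promoter activation in stably transfected Huh7 cells after 24 h compound exposure at 37 °C in reduced-serum medium with 10% FBS.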
ELG1 DNA repair: qHTS screen for small molecules that inhibit ELG1-dependent DNA repair in human embryonic kidney (HEK293T) cells expressing luciferase-tagged ELG1. HEK293T ELG1-luciferase reporter, luminescence, 16 h; DNA damage induced by 5-fluorouridine. AID 504467, 2011. 330,000 compounds, 2.3% hits. Potency, µM (doses to about 46.1 µM), without a hit: at the highest dose activity change, negative = inhibition, actives largely listed as inhibitors; note: potency is the fitted concentration of half-maximal effect; % is set by controls: 0 for no effect and ±100 for the full control effect; nearly all actives have a fitted effect of over 55% in size
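Reporter activity after DNA damage by 5-fluorouridine is monitored. Compound-treated cells incubate 16 hr at 37 °C, then ONE-Glo is added for 30 min before luminescence reading.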
RORgamma inh: qHTS for inhibitors of ROR gamma transcriptional activity | Nuclear receptor ROR-gamma (Mus musculus), P51450 | Drosophila S2 Gal4-RORgamma UAS-luciferase reporter, 20 h | Potency, µM (doses to about 53.6 µM), without a hit: at the top dose activity change, negative = inhibition, usual class: inhibitors | 310,000 compounds, 5.4% hits | AID 2551, 2010; note: potency is the fitted concentration of half-maximal effect; % is set by controls: 0 for no effect and ±100 for the full control effect; nearly all actives have a fitted effect of over 60% in size
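A Gal4/UAS one-hybrid system in insect cells: metallothionein-promoter Gal4–ROR gamma fusion plus Photinus luciferase reporter. Copper sulfate 700 uM final, 20 hr ambient incubation, luminescent detection after 10 min with reagent.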
KCNH2 3.1 inh: qHTS for Inhibitors of KCHN2 3.1: Mutant qHTS; Potassium voltage-gated channel subfamily H member 2, brain isoform KCNH2 3.1 (human); U2OS KCNH2 3.1, thallium flux FluxOr; active compounds read low; activity change, % (tested at about 1.8 µM); 340,000 compounds, 0.95% hits;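 active = maximum activity change below -70%; inconclusive = maximum activity change from -70% to -50%; inactive = maximum activity change above -50%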;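 note: thallium influx rate constant from kinetic fluorescence after stimulation buffer; % is set by controls: 0 for no effect and ±100 for the full control effect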
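Kinetic fluorescence (2 min after stimulation buffer) measures Tl+ influx through KCNH2 3.1 expressed by viral transduction in U2OS cells; the rate constant is normalized against DMSO controls serving as positive and negative references.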
* marks the source's active call; other numbers are inactive results; u = inconclusive; x = not tested or not shown; & = joins results of further samples; [ ] = another dose, or the depositor's remark. Unless noted, calls come from the whole dose curve; as a rule, active = well fitted curve in the direction sought with a large enough effect; inconclusive = small, poorly fitted or top-dose-only effect, or another doubt; inactive = no such curve, though single readings can be large; an effect the other way counts as inactive or inconclusive. An excerpt, so the mix of outcomes need not match the whole.

#	Molecule	MBNL1 CUG block	Rab9 prom act	Menin-MLL TR inh	Gal4-VP16 FLuc	PKM2 activator	Mito fusion yeast	FLuc modulator	NPC1 prom act	ELG1 DNA repair	RORgamma inh	KCNH2 3.1 inh
1	O=C(NCc1cccnc1)C1c2ccccc2C(=O)N1Cc1ccccc1 (stereo not given)	-11%	-8%	3%	3%	-3%	3%	5%	-4%	1%	-8%	6
2	COc1ccc(CCNC(=O)CSc2nc(O)c(CCC(C)C)c(=O)[nH]2)cc1OC	-10%	3%	u	27%	2%	-3%	4%	2%	6%	55%	4
3	CCOC(=O)C1CCCN(C(=O)Cn2ncc3c([nH]c4ccc(C)cc43)c2=O)C1 (stereo not given)	-1%	0%	-10%	-17%	x	-2%	-3%&-8%	-4%	2%	-2%	-21
4	O=S1(=O)CCN(OCc2ccc(F)cc2Cl)CC1	-1%	-6%	-7%	-1%	-1%	0%	-1%	-4%	7%	15%	-3
5	COc1cc(C=O)ccc1Oc1nc(Nc2ccc(F)cc2F)nc(N2CCOCC2)n1	x	-1%	0%	-7%	-1%	-5%	0%	9%	u	-9%	11
6	CCCCCNC(=O)CC1Nc2c3ccccc3nc(=S)n2C1=O (stereo not given)	2%	-4%	-12%	-14%	-4%	3%	1%	-5%	6%	10%	-14
7	NC(=O)C1(N2CCCCC2)CCN(C(=O)CSc2nc3ccccc3s2)CC1	-3%	-5%	0%	9%	0%	-2%	4%	-3%	-9%	31%	-1
8	O=C(Cn1nc(-c2ccccc2)ccc1=O)NCCN1CCN(c2cccc(Cl)c2)CC1	-1%	-1%	-1%	-1%	6%	-2%	2%	-2%	u	8%	-41
9	Cc1nc(Nc2nc3ccccc3o2)nc(C)c1C(=O)Nc1ccc(F)cc1	-11%	-6%	3%	2%	0%	-1%	-1%	-3%	-1%	-2%	29
10	CC(=O)Nc1ccc2ccc3cccc4ccc1c2c34	u	-14%	8%	-1%	0%	-2%	-3%	-1%	3%	u	0
11	COc1ccc2c(c1OC)C(=O)OC2Nn1cncn1 (stereo not given)	7%	1%	-13%	-6%	-16%	2%	1%	0%	14%	-19%	0
12	Cc1ccc(N(C(=O)C(F)(F)F)C(C(=O)NC2CCCCC2)c2ccncc2)cc1C (stereo not given)	x	0%	-7%	-6%	-7%	-6%	0%	-4%	4%	-5%	-11
13	CC(=O)NC(Cc1ccccc1)C(=O)NC1CCN(C(=O)c2ccc([N+](=O)[O-])cc2)CC1 (stereo not given)	u	-1%	11%	-7%	3%	-7%	1%	3%	3%	11%	-9
14	O=C(NC(=S)Nc1cccc2cc(O)ccc12)c1ccccc1Br	3%	0%	x	u	1%	8%	6%	-3%	-20%	u	1
15	CC(=O)N1CC(C)Sc2ccc(S(=O)(=O)NCc3ccc(F)cc3)cc21 (stereo not given)	-7%	-9%	x	-7%	x	-1%	3%	0%	u	30%	-3
16	N#C/C(=C/c1ccc(N2CCOCC2)o1)c1ccc(Br)cc1	8%	u	u	5.6µM*	14µM*	-3%	8.5µM*	u	u	-91%	-10
17	C=CCSc1nnc2n(CCc3ccccc3)c(=O)c3c4c(sc3n12)COC(C)(C)C4	-7%	-1%	u	-9%	2%	-2%	-2%	-8%	-15%	-17%	12
18	Cc1cc(C(=O)OCC(=O)c2cccc([N+](=O)[O-])c2)c2ccccc2n1	u	1%	-19%	-12%	-1%	-4%	4%	-1%	0%	-2%	-5
19	CN(C)S(=O)(=O)c1ccc2c(c1)nc(CCC(=O)Nc1ccc(N3CCOCC3)cc1)n2C	-9%	10%	-1%	1%	-6%	9%	u	2%	0%	35%	-5
20	CC(=O)Nc1ccc(NC(=O)CCS(=O)(=O)c2ccc3c(c2)oc(=O)n3C)cc1	-3%	0%	x	-1%	x	0%	-1%	-4%	21%	-17%	16
21	O=C(CCNC(=O)C1CCN(S(=O)(=O)c2ccc(F)cc2)CC1)Nc1ccccc1	2%	-6%	x	-3%	x	-6%	3%	-7%	u	4%	2
22	Cc1cccc(C)c1OCCOCCN1CCN(C)CC1	-8%	8%	7%	2%	-1%	0%	-4%	4%	3%	1%	-10&-4
23	COC(=O)c1cc(CN2C(=O)c3ccccc3C2=O)c(O)c([N+](=O)[O-])c1	1%	-1%	50%[activator]	-13%	x	28%	-4%	0%	-8%	-3%	-12
24	Cn1cc(/C=C2\SC(=S)N(NC(=O)c3cccc(Cl)c3)C2=O)c2ccccc21	-5%	-6%	x	-5%	0%	-14%	u	0%	-4%	-12%	-4
25	Cc1ccc(CNC(=O)COC(=O)c2cnc(C)cn2)cc1	0%	-5%	-13%	4%	2%	2%	-1%	5%	-2%	17%	-1
26	CCc1noc(C)c1C(=O)N1CCCC1	-3%	-9%	23%	11%[0.365 µM]	3%	0%	5%	-2%	7%	19%	-35
27	COc1ccc(-c2ccc(=O)n(Cc3c(F)cccc3Cl)n2)cc1	29%	-2%	u	2%	x	u	u	3%	-2%	0%	-27
28	CCCCCc1nnc(NC(=O)Cc2cccs2)s1	2%	-1%	u	20%	10%	0%	5%	-5%	-1%	-2%	7
29	CC(=O)Oc1ccc2nc(CN3C(=O)c4ccc([N+](=O)[O-])cc4C3=O)oc(=O)c2c1	u	-1%	6%	0%	-2%	1%	u	-2%	15%	-6%	0
30	Cc1csc(Sc2ccc(C(=O)OCC(=O)Nc3ccc(F)cc3[N+](=O)[O-])cc2[N+](=O)[O-])n1	14%	-1%	u	8%	0%	7%	-2%	-5%	3%	-33%	-13
31	CCO/C=C1/C(=O)N(Cc2ccccc2)C(=O)c2ccccc21	16µM*	-3%	-15%	-6%	0%	0%	4%	1%	2%	-16%	10
32	CCCN1Cc2cccc(C(=O)NCc3ccccc3)c2C1=O	-5%	-1%	-4%	8%	2%	0%	3%	-3%	0%	40%	-74*
33	CCOC(=O)c1c(C)[nH]c(C)c1S(=O)(=O)NCCc1ccco1	-5%	3%	11%	-4%	x	1%	2%	1%	17%	-3%	-7
34	COc1c2occc2c(OC)c2c(=O)cc(C)oc12	-13%	-2%	-10%	-12%	-1%	7%	1%	1%	11%	-7%	1
35	CN(C)CCNC(C(=O)Nc1cccc(C(F)(F)F)c1)c1ccccc1 (stereo not given)	-5%	-1%	-11%	8%	6%	1%	0%	-5%	1%	-13%	-35
36	O=C(CN1CCN(Cc2ccccc2)CC1)N1CCN(c2ccccc2)CC1	11%	1%	x	1%	-2%	-1%	-1%	0%	16%	-1%	4
37	CCC(c1nnnn1Cc1cccs1)N1CCN(C(=O)c2ccco2)CC1 (stereo not given)	1%	2%	1%	3%	-6%	2%	1%	-4%	2%	-2%	7
38	CCOC(=O)Cn1cc([N+](=O)[O-])c(OC)n1	0%	-6%	x	-1%	-2%	2%	-1%	-1%	-6%	-3%	3
39	Cc1cc(Cn2ccnc2)c(C)c([N+](=O)[O-])c1Cn1ccnc1	2%	9%	-13%	13%	x	-5%	0%	4%	-5%	45%	4
40	CCOC(=O)N1CCN(c2c(NCCCN(CC)Cc3ccccc3)c(=O)c2=O)CC1	-2%	3%	-22%	-4%	-7%	-4%	-1%	7%	u	-10%	-6
41	CC(=O)Nc1ccc(S(=O)(=O)NC(CC(=O)NCCc2ccccc2)C(C)C)cc1 (stereo not given)	-1%	7%	0%	1%	-6%	-1%	-12%	14%	u	40%	-7
42	CC1CC(C)CN(CCCSc2ccccc2)C1 (stereo not given)	-2%	0%	-8%	-28%	0%	0%	-5%	0%	u	-6%	-7

From PubChem BioAssay
